# CHRM4 PAM = CHRM4 positive allosteric modulation; P08173; CHO-K1 hM4/Gqi5, Fluo-8 calcium fluorescence, ACh EC20; 0% = ACh EC20, 100% = maximal ACh; activation, % at 3 µM; 360,000 compounds, 0.4% hits;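 active = activation above its plate's cutoff, the mean activation of sample wells plus 3 SD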; also: some results filed as inactive read as strong as hits
# CRFR2-BP ag = agonists of human CRF-binding protein/CRF-R2 receptor complex; HEK293 CRF-R2/CRF-BP, calcium dye fluorescence (FLIPR); percent of saturating CRF peptide response; 350,000 compounds, 0.46% hits; AID 588473; activation, % at 13.2 µM;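 active = activation of at least 50%, plus an integration ratio under a set limit after plate pattern correction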;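 also: plate controls were neutral control wells without compound for no effect and CRF at EC100 for full effect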
# CHRM5 PAM = potentiates acetylcholine response at human M5 receptor; P08912; CHO-K1 hM5, Fluo-8 calcium, ACh EC20 PAM; 0% = ACh EC20, 100% = ACh EC100; activation, % at 3 µM; 360,000 compounds, 0.3% hits; AID 624038;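 active = activation above the run cutoff, the mean activation of all test compounds plus 3 SD, cut at about 18% in these data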
#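 Assay system – human M5 receptor in CHO-K1 cells · Read-out – % activation, ACh-normalized · Technique – Fluo-8 calcium fluorescence · Dosing – single-point, 3 µM nominal · Incubation – Fluo-8 loading 80 min at 37 °C plus 30 min room temperature · Repeats – singlicate, one well per test compound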
# TAAR1 ag = human TAAR1 agonism; Q96RJ0; CHO RD-HGA16 TAAR1, Fluo-8 calcium fluorescence; vehicle wells 0%, saturating PEA agonist 100%; activation, % at 3 µM; 360,000 compounds, 0.99% hits;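 active = activation above the mean activation of all test compounds in the run plus 3 SD, cut at about 38% in these data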
#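 Test system: RD-HGA16 (CHO) cells co-expressing Gα16 and hTAAR1 / Benchmarks: DMSO vehicle as 0%, PEA at EC100 as 100% / Repeats: no replicates (n 1) / Measure: % activation from peak over basal fluorescence ratio, DMSO-to-PEA scaled / Timing: 17-24 h plating, Fluo-8 75 min 37 °C, 30 min RT / Technique: kinetic Fluo-8 calcium fluorescence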
# CHRM5 antagonist = blocks acetylcholine activation of human M5 receptor | CHO-hM5 cells, Fluo-8 calcium fluorescence, ACh EC80 | P08912 | AID 624040 | inhibition, % at 3 µM | 360,000 compounds, 0.59% hits;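 active = inhibition above a per-plate cutoff, the mean of that plate's test compounds plus 3 SD, cut at about 27% in these data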;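 also: 0% = acetylcholine EC80 with DMSO and 100% = DMSO without agonist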
# CRFBP-R2 block = CRF-BP/CRF-R2 complex antagonism. HEK293 CRF-R2/CRF-BP, CRF-induced calcium fluorescence. 350,000 compounds, 0.59% hits. inhibition, % at 11.8 µM;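 active = inhibition of the ligand-induced calcium signal above about 50% at the single tested concentration, limit read from the data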
# CHO-K1 Ca PAM = M1 PAM counterscreen hit in parental CHO-K1 cells; ATP EC20, Fluo-8 calcium fluorescence; 0% at ATP EC20, 100% at ATP max; activation, % at 3 µM; 360,000 compounds, 0.02% hits;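 active = activation above the run cutoff, the mean activation of all test compounds plus 3 SD, cut at about 40% in these data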;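 also: peak over basal fluorescence ratio in a 140 s read after ATP addition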
# TAAR1 antag = human TAAR1 antagonism. AID 624466. CHO RD-HGA16 TAAR1, Fluo-8 calcium fluorescence, antagonist. inhibition, % at 3 µM. Q96RJ0. 360,000 compounds, 1.5% hits;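 active = inhibition above a per-plate cutoff, the mean inhibition of test compounds on that plate plus 3 SD, cut at about 49% in these data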;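 also: 0% = DMSO plus EC80 beta-PEA response and 100% = DMSO alone without agonist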
#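 Test system: CHO RD-HGA16 cells bearing hTAAR1 | Reagent: β-PEA, EC80 | Compound dosing: 3 µM, single point | Schedule: Dye loading 75 min at 37 °C, then 30 min room temperature | Signal: Calcium fluorescence with Fluo-8 | Evaluation: Percent inhibition of PEA-evoked calcium signal, max/basal emission ratio | Control set: DMSO-only wells and EC80 β-PEA-stimulated wells | Repeats: Singlicate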
# M5 ag = agonists of human muscarinic M5 receptor (CHRM5); P08912; CHO-K1 hM5 cells, Fluo-8 calcium fluorescence; 0% DMSO wells, 100% maximal acetylcholine response; activation, % at 3 µM; 360,000 compounds, 0.19% hits;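 active = activation above the run's mean over test compounds plus 3 SD, cut at about 23% in these data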;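 also: signal is peak over basal fluorescence ratio across the kinetic read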
# Starred values were filed as active, the others as inactive; . = not tested or not shown.
SMILES,CHRM4 PAM,CRFR2-BP ag,CHRM5 PAM,TAAR1 ag,CHRM5 antagonist,CRFBP-R2 block,CHO-K1 Ca PAM,TAAR1 antag,M5 ag
CCOc1ccccc1-n1c(SCC(N)=O)nnc1-c1cccnc1,6.5,-0.9,-2.2,12.0,4.9,16.4,17.8,-11.3,-2.9
O=S(=O)(Nc1ccc(-c2ccc(NS(=O)(=O)c3ccccc3)cc2)cc1)c1ccccc1,-5.5,7.0,-21.7,4.8,14.1,-31.8,6.5,32.7,7.6
Cc1c(Cl)cccc1N=C(N)N=C(N)N,-6.5,1.7,0.2,17.0,8.2,9.8,16.3,-16.4,-10.2
CC(=O)c1ccc(-n2c(CCC(=O)O)ccc2-c2ccc(Cl)cc2)cc1,11.8,-1.8,1.8,5.0,1.9,29.0,-0.4,-18.1,-0.8
Cc1ccc2occ(/C=N/NC(=O)c3ccccc3Br)c(=O)c2c1,3.8,2.4,-1.9,1.6,2.1,-0.8,13.2,-13.1,-3.6
Cn1c(=O)c(C(=O)NCC2CCCO2)c(O)c2ccccc21 (stereo not given),17.6,6.6,17.8,3.1,9.4,-5.5,-3.0,-29.8,2.2
CC/C(=N\NC(=O)CCC(=O)NCc1ccccc1)c1ccc(O)cc1,3.5,-2.5,0.4,2.0,4.8,8.5,-9.0,-6.7,-1.5
COc1ccccc1-c1cc2nc(NCc3cccc(Cl)c3)ccn2n1,6.5,.,4.8,9.2,-8.5,.,18.2,19.7,2.4
Clc1ccc(-c2nc3ncccn3c2Cl)cc1,-8.4,0.0,-2.0,.,1.0,6.8,14.9,.,1.1
COc1cccc(/C=N/NC(=O)c2cccc([N+](=O)[O-])c2)c1OS(=O)(=O)c1ccc(C)cc1,-9.1,0.5,-30.8,5.6,15.0,5.6,8.7,30.7,-8.4
O=C(NC(c1ccc(Cl)cc1)c1cnccn1)C1CCN(Cc2cccc(C(F)(F)F)c2)CC1 (stereo not given),-1.1,.,-2.8,1.4,3.4,.,-6.5,-7.7,-1.2
Oc1ccc2ccccc2c1CN1CCN(C/C=C/c2ccccc2)CC1,-14.3,-0.5,-31.6,4.0,16.9,-4.2,15.0,-7.1,-26.6
O=C(COC(=O)c1cccs1)NCCC1=CCCCC1,0.4,-1.3,6.5,17.0,-3.8,7.4,28.1,-15.0,-3.9
CCOC(=O)/C=C1\CN(CCC(C)C)S(=O)(=O)c2ccccc21,-2.3,-2.2,-16.2,6.3,7.0,0.2,-16.6,-8.7,-2.6
Cn1c(=O)c2c(nc(SCC(=O)NCC3CCCO3)n2C)n(C)c1=O (stereo not given),6.0,0.6,-4.6,7.8,4.2,-10.9,12.8,-4.1,-2.0
CCN(CC(=O)Nc1ccccc1-c1ccccc1)Cc1nc2ccccc2c(=O)[nH]1,-6.4,-0.9,0.7,1.3,1.6,12.2,3.4,4.8,5.1
C[C@H](CO)N1C[C@H](C)[C@H](CN(C)S(=O)(=O)c2ccc(F)cc2)Oc2ncc(Br)cc2C1=O,9.9,-1.0,2.6,-0.7,-6.5,-5.2,1.3,6.8,1.5
CC(=O)c1ccc(OCCCC(=O)Nc2cc(S(=O)(=O)N(C)C)ccc2C)cc1,0.2,0.0,0.1,1.9,-6.5,5.7,-5.4,7.2,1.1
Cn1ccnc1C(O)(c1nnc(-c2ccccc2)o1)C(F)(F)F (stereo not given),2.3,1.0,3.7,0.1,-3.4,17.5,-2.4,-14.1,-2.3
Cc1ccc(OCC(=O)O/N=C(\N)c2cccnc2)cc1,-3.4,-0.2,1.7,6.0,6.8,0.0,3.5,4.3,2.3

# Compound profiles, as listed above. Order of values: CHRM4 PAM, CRFR2-BP ag, CHRM5 PAM, TAAR1 ag, CHRM5 antagonist, CRFBP-R2 block, CHO-K1 Ca PAM, TAAR1 antag, M5 ag
# Cn1ccnc1C(O)(c1nnc(-c2ccccc2)o1)C(F)(F)F (stereo not given) reads 2.3, 1.0, 3.7, 0.1, -3.4, 17.5, -2.4, -14.1, -2.3
# Cc1c(Cl)cccc1N=C(N)N=C(N)N reads -6.5, 1.7, 0.2, 17.0, 8.2, 9.8, 16.3, -16.4, -10.2
# Cc1ccc2occ(/C=N/NC(=O)c3ccccc3Br)c(=O)c2c1 reads 3.8, 2.4, -1.9, 1.6, 2.1, -0.8, 13.2, -13.1, -3.6

# Next part
SMILES,CHRM4 PAM,CRFR2-BP ag,CHRM5 PAM,TAAR1 ag,CHRM5 antagonist,CRFBP-R2 block,CHO-K1 Ca PAM,TAAR1 antag,M5 ag
C=CCNC(=O)NC(=O)COC(=O)c1nc2nccc(C)n2n1,-4.5,1.1,0.2,0.3,-12.5,-13.7,11.3,16.2,2.7
O=C(NC(NC(=S)Nc1cccc(Cl)c1)C(Cl)(Cl)Cl)OCc1ccccc1 (stereo not given),-14.6,9.2,-21.3,22.5,26.9*,-15.6,-1.1,13.1,8.9
COc1cccc(-c2cccc(NC(=O)C3CCN(Cc4cccc(C)n4)CC3)c2)c1,-4.0,-3.5,-3.1,0.3,-0.1,-6.5,-14.2,-16.8,-4.3
Cc1ccccc1NC(=O)CSc1nnc(CNC(=O)c2ccco2)n1C,4.6,-0.5,2.1,0.0,-2.1,6.3,6.5,-9.1,-1.6
O=C(COC(=O)c1cnccn1)Nc1ccc(Cl)cc1C(F)(F)F,-1.3,2.0,-0.5,1.7,10.5,-5.0,1.0,-11.5,1.6
CCc1ccc(NC(=O)COc2ccc(F)cc2C(=O)c2cnn(-c3ccccc3)c2)cc1,-1.1,0.2,0.8,1.1,-6.5,-27.1,21.2,-8.9,-0.1
COc1ccc(NC(=O)[C@@H]2O[C@H](CO)[C@H](O)[C@H](O)[C@H]2O)cc1F,-1.9,.,0.7,0.8,-1.5,.,-0.2,5.5,0.1
O=C(Nc1nc2ccsc2c(=O)s1)c1ccc(F)cc1Cl,1.6,-0.3,21.4*,1.4,-6.6,-7.2,-1.5,-44.8,2.6
COc1ccccc1-n1c(SCC(N)=O)nc2c(c1=O)SCC2,2.1,0.2,1.0,2.6,-0.5,9.2,24.8,-5.0,0.6
CCN(CC)S(=O)(=O)c1cc(-c2nnc(-c3ccc(Br)cc3)o2)ccc1Br,0.3,3.4,-4.1,-1.7,1.2,5.1,12.5,5.4,-1.2
CC(=O)Nc1ccc(-c2ccnc3c2CC(C(=O)Nc2cccc(Oc4ccccc4)c2)O3)cc1 (stereo not given),-2.5,.,-4.6,-0.9,-7.4,.,1.8,20.4,1.2
COc1ccc(CCNC(=O)Cn2c(=O)[nH]c3ccsc3c2=O)cc1OC,0.1,-3.5,-8.8,0.6,13.2,16.0,9.4,-17.9,-2.9
COC(=O)C1CCN(Cc2nnc(-c3ccccc3)o2)CC1,1.4,2.6,4.9,1.4,2.6,-10.6,2.0,-7.4,-4.0
O=C(O)Cn1ccc2cc(S(=O)(=O)N3CCCCCC3)ccc21,-0.1,-2.0,-1.3,-0.5,-0.1,10.8,6.0,-27.1,-2.1
C=CCOC(=O)C(C#N)c1nc2ccccc2nc1N1CCCC1 (stereo not given),-4.7,-1.7,-3.5,9.3,-6.5,-6.0,13.0,0.9,-3.7
Cc1ccc(C(=O)N2CCCCC2)cc1S(=O)(=O)N1CCCCCC1,5.5,1.0,3.1,11.7,-7.0,-8.8,6.5,4.8,1.9
COc1ccccc1Cc1c(C(C)(C)C)nc2c3ccccc3ccn12,-12.6,.,-14.3,2.0,9.0,.,9.7,-10.3,-7.0
COc1cccc(CC(=O)Nc2ccc(S(=O)(=O)Nc3nccs3)cc2)c1,-1.2,-2.7,-0.9,0.7,11.4,15.2,17.3,-14.4,0.2
N#C/C(=C\c1ccc2c(c1)OCO2)C(N)=S,-1.1,1.3,-3.0,-0.2,2.0,5.1,-19.9,3.3,0.5
C[C@H]1CN=C(Nc2ccccc2)N1CCCC1CCCC1,-11.3,-0.6,-3.5,4.4,-2.8,-0.2,4.1,15.9,-10.1
CN1/C(=C\C=N\O)C(C)(C)c2ccccc21,-0.9,1.2,-5.4,3.6,15.4,-1.8,2.9,7.0,-0.5
CCOC(=O)N1CCN(C(=O)C2CCN(S(=O)(=O)c3cc(C)ccc3OC)CC2)CC1,2.4,7.0,7.5,4.4,-14.0,-78.5,10.6,17.5,-1.2
CCOP(=O)(OCC)c1nc(-c2ccccc2)oc1NCc1ccccc1,1.0,-0.4,12.6,1.3,12.1,-20.6,-2.6,-17.7,-4.4
COc1ccccc1C(=O)NC(=O)CSc1nc2nc(C)cc(C)n2n1,10.8,0.1,0.6,-0.1,3.7,-0.8,24.3,-19.2,3.3
O=c1c(-c2ccnn2-c2cccc(Cl)c2)cnc2n1CCS2,13.3,2.3,7.0,17.6,-9.5,7.7,17.0,1.1,-6.6
O=C(CSc1nnnn1-c1cccnc1)Nc1ccc(F)cc1F,5.5,8.5,-0.3,2.6,9.7,8.5,-15.5,-33.0,-3.3
Cc1ccc(C(=O)NNC(=O)C2CCN(c3nc(C)cc(C)n3)CC2)cc1,2.7,0.3,3.9,-3.1,-2.6,5.6,-11.3,-10.6,0.6
CC1=C(C#N)c2nc(N)c(C#N)c(C)c2/C1=C\c1ccc(-c2ccccc2C(=O)O)o1,-1.1,-1.1,-5.4,1.5,5.6,9.3,11.7,0.5,3.4
O=C1NC[C@@H](c2ccccc2)OC(=O)[C@H](Cc2ccc(F)cc2)CC/C=C/C[C@H]1CC(=O)N(CCO)Cc1ccccc1,-11.5,54.7*,-29.8,42.6*,11.9,-15.4,-6.9,74.0*,7.4
COc1ccc(/C=N/NC(=O)CCNc2n[nH]c(=O)[nH]c2=O)c(OC)c1,6.3,-0.8,7.8,7.6,5.0,25.2,-12.3,-7.8,-1.2
CCOC(=O)c1cc2c(ccn2C)n1CC(=O)N1C(C)CCCC1C (stereo not given),-1.0,-2.9,2.8,-0.9,11.9,15.5,13.3,12.3,-2.0
COc1ccc(/C=N/Nc2ccc(C(=O)O)cc2)cc1OC,3.1,-0.4,-5.5,-1.4,7.6,-0.6,1.4,8.2,-4.1
c1cncc(-c2csc(NCc3ccco3)n2)c1,-5.5,-1.0,0.1,6.0,8.1,6.2,-7.9,-4.3,-8.7
COc1ccc2[nH]c(C(=O)O)c(NS(=O)(=O)c3ccc(Cl)s3)c2c1,11.1,1.0,16.7,5.1,0.7,0.1,-4.4,10.5,-2.6
O=C(CN1CCN(S(=O)(=O)N2CCCCC2)CC1)Nc1cc(Cl)ccc1Cl,4.8,0.4,1.5,-5.1,2.5,-7.7,-7.1,0.3,-2.3
O=C(CNC(=O)c1sc2ccccc2c1Cl)Nc1ccccc1F,1.4,0.9,2.9,0.6,7.5,-5.1,13.5,-13.9,1.4
